Source: PubChem
Bcl-xL primary: inhibitors of human Bcl-xL; Q07817; AID 2129; inhibition, % at 10.9 µM; GST-Bcl-xL / FITC-Bim BH3 peptide fluorescence polarization; actives 0.7% (n = 320,000);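 active = inhibition above the mean of all tested compounds plus 3 SD, cutoff set per campaign, cut at about 30% in these data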;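 note: 0% = DMSO wells and 100% = unlabeled Bim-BH3 peptide competitor; inhibitors lower millipolarization by displacing the labeled peptide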
Target sequence (Q07817 whole entry, looked up): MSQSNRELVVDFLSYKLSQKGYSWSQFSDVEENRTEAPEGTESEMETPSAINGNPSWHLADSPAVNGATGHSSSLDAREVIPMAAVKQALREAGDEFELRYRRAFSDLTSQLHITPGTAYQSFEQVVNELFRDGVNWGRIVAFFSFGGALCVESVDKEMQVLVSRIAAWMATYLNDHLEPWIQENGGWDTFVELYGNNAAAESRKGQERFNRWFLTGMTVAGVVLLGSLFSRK
CIT2 TOR yeast: modulators of TOR pathway CIT2-GFP in S. cerevisiae. S. cerevisiae CIT2-GFP strain, flow cytometry, 3 h; 100 means same as DMSO wells. GFP response vs DMSO, % at 10 µM. actives 0.065% (n = 320,000). AID 2029;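 active = GFP response relative to DMSO above a set limit, near the screen mean plus 3 SD, cut at about 150% in these data; inconclusive = Fewer than 70 cells measured for a yeast strain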;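 note: ratio of well median GFP fluorescence to mean of DMSO wells on the plate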
VLA-4 inh: inhibition in a human VLA-4 binding assay; P13612; VLA-4 expressing cells, ligand binding flow cytometry; inhibition, % (about 7 µM as worked out from the volumes in the protocol); actives 0.2% (n = 330,000); AID 2557; in the data active = inhibition above about 50%
Fam108B inh: Fam108B inhibition, counter-screen for RBBP9 inhibitors | AID 1947 | recombinant Fam108B, FP-Rh probe fluorescence polarization | inhibition, % at 9.51 µM | actives 0.33% (n = 300,000);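 active = inhibition above the screen mean inhibition plus 3 SD, computed separately per campaign, cut at about 18% in these data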;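 note: inhibitors lower polarization as less probe binds the enzyme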
GRK2 aptamer HTS: inhibitors of human GRK2 displacing RNA aptamer; inhibition of aptamer binding, % at 10 µM; AID 488847; bead flow cytometry, FAM-aptamer displacement from GRK2; P25098; actives 0.59% (n = 330,000);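 active = inhibition of aptamer binding above 40%, roughly 3 SD of noise, on plates passing a quality check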;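 note: median bead fluorescence of bound FAM aptamer so fluorescent compounds give negative values; no value below 0 was filed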
AGP1-GFP MLPCN: modulators of TOR pathway AGP1-GFP in S. cerevisiae; AID 2066; GFP response vs DMSO, % at 10 µM; actives 0.02% (n = 320,000); S. cerevisiae AGP1-GFP multiplex flow cytometry, 3 h; GFP as percent of DMSO wells;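 active = GFP response relative to DMSO above a set limit, near screen average plus 3 SD, cut at about 150% in these data; inconclusive = fewer than 70 cells counted for the yeast strain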;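 note: median GFP channel fluorescence of the gated AGP1 strain per well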
MEX-5 binding: C. elegans MEX-5 TCR-2 RNA binding activity | Q9XUB2 | MEX-5/FITC-TCR2 RNA binding, fluorescence polarization; hits give low values | activity score (negative = inhibition of binding), % at 10 µM | actives 0.38% (n = 300,000) | AID 1832;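 active = inhibition past about -25% in most replicates, and total fluorescence under double the plate's negative control median, limit read from the data; inconclusive = replicates evenly split on the limit, or fluorescence at least double controls; inactive = too little inhibition in most replicates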;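 note: 0% = DMSO and -100% = 5 µM competing unlabeled TCR2 RNA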
MCL1-BIM inh: inhibitors of human MCL1 binding to BIM-BH3 peptide. inhibition, % at 10.9 µM. AID 2057. actives 0.68% (n = 320,000). GST-MCL1 / FITC-Bim-BH3 fluorescence polarization;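 active = inhibition above the mean inhibition of all tested compounds plus 3 SD, set per campaign, cut at about 40% in these data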;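 note: 0% = DMSO wells and 100% = unlabeled Bim-BH3 peptide control; higher means more loss of mP so more displacement of Bim peptide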
Target sequence (Q07820 whole entry, looked up): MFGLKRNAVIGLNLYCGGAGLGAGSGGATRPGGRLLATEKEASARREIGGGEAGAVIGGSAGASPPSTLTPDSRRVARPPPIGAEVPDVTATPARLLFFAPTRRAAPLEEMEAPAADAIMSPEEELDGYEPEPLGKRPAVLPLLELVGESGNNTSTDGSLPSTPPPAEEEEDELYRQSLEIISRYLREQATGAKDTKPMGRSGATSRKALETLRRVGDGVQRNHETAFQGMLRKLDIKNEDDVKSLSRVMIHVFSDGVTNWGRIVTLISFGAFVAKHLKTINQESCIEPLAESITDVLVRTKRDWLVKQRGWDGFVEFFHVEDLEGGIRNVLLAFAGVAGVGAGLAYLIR
GLD-1 TGE inh: GLD-1-TGE RNA interaction inhibition (C. elegans); actives 0.44% (n = 320,000); Q17339; inhibition, % at 5.96 µM; purified GLD-1 + fluorescein TGE RNA, fluorescence polarization; AID 2280;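 active = percent inhibition above a per-plate cutoff, the plate mean of test compounds plus 3 SD, cut at about 30% in these data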;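 note: 0% = DMSO wells with GLD-1 and probe and 100% = wells lacking GLD-1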
Target sequence (Q17339 whole entry, looked up): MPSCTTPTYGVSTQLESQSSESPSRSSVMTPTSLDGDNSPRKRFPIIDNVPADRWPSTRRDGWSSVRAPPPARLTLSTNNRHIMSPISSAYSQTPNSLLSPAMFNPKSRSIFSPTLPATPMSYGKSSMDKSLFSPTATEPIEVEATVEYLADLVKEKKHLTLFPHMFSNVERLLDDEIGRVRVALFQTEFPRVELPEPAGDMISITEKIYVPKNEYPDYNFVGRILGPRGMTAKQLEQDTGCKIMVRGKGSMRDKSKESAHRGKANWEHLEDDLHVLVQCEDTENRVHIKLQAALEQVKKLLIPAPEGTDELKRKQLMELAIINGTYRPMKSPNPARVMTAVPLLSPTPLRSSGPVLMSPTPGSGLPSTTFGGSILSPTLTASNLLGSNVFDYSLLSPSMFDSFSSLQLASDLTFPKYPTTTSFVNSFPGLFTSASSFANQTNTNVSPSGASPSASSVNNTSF
The depositor's hits bear a star; u = inconclusive; x = no result given.

SMILES,Bcl-xL primary,CIT2 TOR yeast,VLA-4 inh,Fam108B inh,GRK2 aptamer HTS,AGP1-GFP MLPCN,MEX-5 binding,MCL1-BIM inh,GLD-1 TGE inh
Cc1ccc(S(=O)(=O)c2cc3c(=O)n4cccc(C)c4nc3n(Cc3ccncc3)c2=N)cc1,9.6,107.5,-7.0,0.8,2.0,101.3,-1.6,5.4,4.2
COc1cccc(Nc2nc3ccccc3c(=O)[nH]2)c1,-0.4,97.1,10.7,-1.1,3.0,107.5,2.0,-2.0,1.1
Cc1onc(-c2c(Cl)cccc2Cl)c1NC(=O)NNc1ccccc1,5.7,107.4,4.7,-2.4,2.0,105.2,0.8,7.5,5.3
CN(CCNC(=O)CCCOc1cc(=O)n(C)c2ccccc12)Cc1ccccc1,0.5,95.2,23.0,-1.6,1.0,98.4,-1.2,1.7,3.6
COc1cccc(CC2(CO)CCN(Cc3cnc(N4CCOCC4)s3)CC2)c1,6.6,97.2,-2.0,2.1,7.0,101.0,0.1,3.1,-5.3
COCc1ccc(C(=O)NC2CCSc3ccccc32)cc1 (stereo unspecified),3.9,95.2,-7.3,1.3,1.0,91.7,-0.7,-0.2,2.8
CCc1nnc(NC(=O)c2sc3nc4cc(C)ccc4cc3c2N)s1,4.9,91.1,-54.2,8.8,4.0,99.1,-8.9,-19.9,-11.9
CCC(CO)Oc1cc(NCc2cccc(C(F)(F)F)c2)c2ncn(C(C)C)c2c1 (stereo unspecified),x,96.3,-15.1,x,0.0,94.5,x,x,-4.4
COC(=O)c1cc(C(=O)OCC(=O)NC(=O)NCc2ccccc2)cc([N+](=O)[O-])c1,1.6,u,9.3,x,0.0,u,x,-3.8,-0.2
CCOC(=O)C(Cc1cc(C(C)=O)ccc1OCC)C(=O)OCC,-2.4,98.1,21.4,-2.8,6.0,102.9,-6.3,-8.2,3.2
COc1ccc(S(=O)(=O)N2CCN(C(=O)CC(C)C)CC2)cc1,-1.7,97.2,10.8,-2.2,1.0,98.9,2.1,-11.7,0.6
CCOC(=O)CSc1nc(N)c(C#N)c(-c2cccs2)c1C#N,6.0,104.0,4.7,-2.5,1.0,112.9,-0.3,5.2,6.4
O=C(NCCS(=O)(=O)NCc1ccccc1Cl)c1ccc2c(c1)OCO2,-0.5,98.8,4.0,0.3,2.0,108.9,-0.5,-9.2,4.0
CCn1cnc2c1c(=O)n(CC(=O)OC)c(=O)n2Cc1ccccc1,-2.4,97.2,-3.4,0.3,0.0,94.8,-0.7,-4.1,4.0
COc1ccc(/C=C2/C(=O)N(CC3CCCO3)C(=S)N2C)c(OC)c1 (stereo unspecified),3.2,90.8,14.8,2.9,0.0,97.2,u,-3.5,-0.6
CC(=O)c1ccc(NC(=O)c2ccccc2-c2ccccc2C(=O)O)cc1,0.7,89.2,12.0,-1.9,3.0,89.0,-1.0,-0.1,2.4
CCC(=O)Nc1ccc(NCc2ccc(-c3ccccc3)cc2)cc1,-3.0,94.1,2.6,4.6,3.0,99.8,2.3,-3.8,-28.0
CCOC(=O)C1CCN(C(=O)/C=C/c2ccc(OC)cc2)CC1,3.1,83.1,0.4,0.7,1.0,88.7,-2.4,-1.3,0.4
C=CCN(CC=C)c1ccc(N2C(=O)C3CCCCC3C2=O)cc1[N+](=O)[O-] (stereo unspecified),5.6,97.0,0.3,2.9,1.0,103.8,-1.6,3.8,1.1
O=c1c2ccccc2nc(-c2cccc(Cl)c2)n1O,0.1,95.8,4.5,-0.5,1.0,96.1,-4.3,5.6,2.1
Cc1cc2ccccc2n1CCNC(=O)c1ccc(S(=O)(=O)N2CCCCC2)cc1,14.6,92.3,11.5,-0.9,83.0*,95.7,0.2,10.2,18.3
COc1ccccc1-n1cnnc1SCC(=O)N1CC(=O)Nc2ccccc21,1.9,102.7,7.1,3.9,3.0,106.2,0.2,-13.4,0.0
O=C(/C=C/c1cccc(F)c1)Nc1ccc(S(=O)(=O)Nc2ncccn2)cc1,-9.3,97.6,28.5,-5.3,3.0,103.8,-7.0,-9.2,-0.5
CCCCCCC(=O)N/N=C(\C)Cc1ccccc1,-1.4,104.6,-16.3,0.6,8.0,98.3,0.5,3.2,1.4
COCCNC(=O)C(c1ccc(C)cc1)N(C(=O)CCC(=O)Nc1ccccn1)c1ccc(F)cc1 (stereo unspecified),3.0,113.7,0.5,0.0,2.0,81.2,0.9,1.0,1.7
CC(C)c1ccc(NC(=O)[C@@H](C)NC(=O)[C@@H]2Cc3ccccc3CN2)cc1,1.8,101.5,0.0,2.2,1.0,102.7,-1.8,10.3,5.2
NC(=O)c1ccsc1NC(=O)COC(=O)CNC(=O)c1ccc(Cl)cc1,x,110.8,9.4,x,0.0,110.1,x,x,-0.7
Nc1nccnc1C(=O)OCC(=O)c1ccc[nH]1,6.1,89.1,-9.1,2.2,0.0,101.0,3.2,12.0,2.3
NS(=O)(=O)c1ccc(NC(=O)COC(=O)c2cc(Cl)ccc2[N+](=O)[O-])cc1,-0.3,108.3,13.4,0.8,4.0,106.9,-0.5,-4.5,-5.2
CCN(CC)c1ccc(CNc2nc3ccccc3n2CC)cc1,2.5,104.5,-18.1,1.7,0.0,102.4,-1.3,6.2,-7.6
O=C(COC(=O)c1c[nH]c2ccccc12)Nc1ccccc1,x,100.5,0.0,x,0.0,97.8,x,x,-3.6
Cc1occc1C(=O)NCc1cccc(CNC(=O)c2ccoc2C)c1,8.0,91.0,2.9,-5.1,47.0*,98.0,2.7,8.3,-4.6
Nc1ncnc2nc(Sc3ccc(Cl)cc3)[nH]c12,2.1,97.5,-226.9,-4.3,2.0,103.4,3.9,0.2,3.3
COc1ccc(OC)c(CCNC(=O)C2CCN(c3nnc(-n4cccc4)s3)CC2)c1,-0.6,93.9,-6.2,0.0,0.0,97.3,0.8,5.3,4.6
CC(=O)Nc1ccc(N(C(=O)c2ccco2)C(C(=O)NC2CCCC2)c2ccncc2)cc1 (stereo unspecified),3.3,103.3,-2.5,-0.9,2.0,105.4,-1.7,-0.5,1.1
CSc1ccc(CN2CCN(S(=O)(=O)Cc3ccccc3)CC2)cc1,9.2,102.2,-14.4,3.5,55.0*,100.5,1.0,16.7,-0.8
Cn1c(C(=O)OCC(=O)NCCc2ccccc2)cc2sccc21,3.8,96.4,-3.7,0.1,1.0,96.5,-1.9,7.4,4.1
COc1ccccc1-c1cc(C(F)(F)F)nc(N2CCCC2)n1,4.1,101.1,-1.1,-0.7,2.0,105.5,0.7,7.0,8.0
COc1ccccc1-n1c(CNc2c(C)cccc2C)nnc1SCC(=O)N1CCOCC1,-1.7,107.0,-5.3,1.0,1.0,99.2,0.3,-3.7,9.1
CCN1C(=O)CC(N2CCC(Nc3ccc(F)cc3)CC2)C1=O (stereo unspecified),-3.0,105.0,-1.5,-3.9,1.0,107.2,1.8,-1.8,4.1
CCOC(=O)Cc1cc(=O)n2[nH]c(-c3ccccc3)c(-c3ccccc3)c2n1,-0.6,103.7,-10.5,-0.9,0.0,98.0,-1.6,5.4,-3.7
OC(CN1CCN(c2cccc(C(F)(F)F)c2)CC1)c1c[nH]c2ccccc12 (stereo unspecified),0.1,86.9,-11.9,5.7,0.0,86.1,3.5,-1.1,-0.2
Cn1c2ccsc2c2ncn(Cc3ccc(F)cc3)c(=O)c21,x,82.5,-13.7,x,0.0,89.8,x,x,-1.7
COC(=O)Oc1ccc(/C=N/NC(=O)CN(c2ccccc2Cl)S(C)(=O)=O)cc1OC,6.0,97.2,4.4,-1.7,0.0,99.2,0.1,-3.3,-1.6
O=c1c(-c2nnc(SCc3ccc(Cl)c(Cl)c3)o2)cccn1Cc1ccccc1,3.8,87.5,5.5,-7.7,1.0,96.4,0.4,0.2,4.6
Cc1ccc2nc(-c3ccc(SCC(=O)Nc4nc(C)cs4)nc3)[nH]c2c1,8.4,93.7,14.7,-8.8,0.0,98.7,-5.8,6.4,2.8
Cc1c(CCO)sc[n+]1CC(=O)OCCC12CC3CC(CC(C3)C1)C2,5.4,93.2,-8.9,8.3,0.0,98.8,-1.2,24.1,6.4
Cc1ccc2cc(CN(Cc3ccco3)C(=O)C3CCCCC3)c(=O)[nH]c2c1C,0.5,87.9,8.4,1.6,2.0,87.9,2.1,-0.3,-1.2
CCc1ccc(O)c(CNCCNCc2cc(CC)ccc2O)c1,-0.9,96.5,26.8,-0.5,5.0,101.1,4.8,2.2,-0.5
CCCCn1c(N)c(N(CCC(C)C)C(=O)c2ccc(COc3ccccc3)o2)c(=O)[nH]c1=O,-3.8,107.3,12.7,-1.2,1.0,110.3,0.1,-10.1,0.3

Compounds above containing a CF3 group (three):
SMILES,Bcl-xL primary,CIT2 TOR yeast,VLA-4 inh,Fam108B inh,GRK2 aptamer HTS,AGP1-GFP MLPCN,MEX-5 binding,MCL1-BIM inh,GLD-1 TGE inh
CCC(CO)Oc1cc(NCc2cccc(C(F)(F)F)c2)c2ncn(C(C)C)c2c1 (stereo unspecified),x,96.3,-15.1,x,0.0,94.5,x,x,-4.4
COc1ccccc1-c1cc(C(F)(F)F)nc(N2CCCC2)n1,4.1,101.1,-1.1,-0.7,2.0,105.5,0.7,7.0,8.0
OC(CN1CCN(c2cccc(C(F)(F)F)c2)CC1)c1c[nH]c2ccccc12 (stereo unspecified),0.1,86.9,-11.9,5.7,0.0,86.1,3.5,-1.1,-0.2

Next entries
SMILES,Bcl-xL primary,CIT2 TOR yeast,VLA-4 inh,Fam108B inh,GRK2 aptamer HTS,AGP1-GFP MLPCN,MEX-5 binding,MCL1-BIM inh,GLD-1 TGE inh
CC1Oc2ccccc2N(CC(=O)NC2CCCCC2)C1=O (stereo unspecified),-4.4,94.5,8.3,0.0,0.0,98.2,-0.9,-6.0,2.1
O=c1c2ccccc2nc(/C=C/c2cccc([N+](=O)[O-])c2)n1CCCO,4.3,107.8,-14.2,-2.2,2.0,95.8,-1.9,2.6,10.4
Cc1cc(C)[n+](-c2ccc(C(C)C)cc2)c2[nH]c(=O)[nH]c(=O)c12,8.6,100.0,1.1,-2.6,0.0,91.2,-0.3,3.3,-2.9
Cc1nc(NC(=O)COc2ccc(Cl)cc2)sc1C(=O)N(C)C,4.8,105.0,3.9,-5.8,2.0,104.6,2.7,3.7,1.0
CCCOc1ccccc1/C=C1\SC(N2CCCCC2)=NC1=O,1.6,90.4,7.3,-0.9,3.0,12.9,-0.5,2.3,3.5
COc1ccc(-n2nnnc2SCC(=O)Nc2ccc(OC)cc2OC)cc1,4.3,97.0,9.8,-0.3,3.0,95.8,1.4,-4.8,7.2
Cc1cc(C)cc(N=C2NC(=O)CS2)c1,2.9,104.6,-9.5,0.1,8.0,92.5,0.1,9.3,-2.9
CCc1nnc(NC(=O)CN2C(=O)N(C)C3(CCCCC3)C2=O)s1,-0.7,97.5,7.8,x,3.0,106.7,x,0.4,3.9
Nc1nnc(SCCCC(=O)c2ccc(F)cc2)s1,4.9,83.3,-1.6,1.0,0.0,90.3,0.5,-1.8,0.5
CCOC(=O)c1sc(NC(=O)CSc2nnc(Cc3ccccc3)o2)c(C#N)c1C,-8.6,107.0,-1.1,8.8,3.0,101.5,4.7,5.0,-9.1
